SENP8 block – human SENP8 protease inhibitors, primary screen, biochemical, fluorescence, Nedd8 protein substrate, uHTS. Sentrin-specific protease 8 (Homo sapiens), Q96LD8. recombinant SENP8. inhibition, % at 20 µM. 360,000 tested, 0.64% active. AID 602440, 2012; in the data active = inhibition mostly above about 40%, no sharp cut-off; inactive = mostly below about 27%
Target sequence (Q96LD8 whole entry, looked up): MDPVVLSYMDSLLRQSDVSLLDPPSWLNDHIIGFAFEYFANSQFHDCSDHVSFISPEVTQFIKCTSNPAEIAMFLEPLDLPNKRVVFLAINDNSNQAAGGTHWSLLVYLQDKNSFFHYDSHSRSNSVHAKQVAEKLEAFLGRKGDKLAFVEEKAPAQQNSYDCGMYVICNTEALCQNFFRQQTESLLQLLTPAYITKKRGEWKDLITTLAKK
SENP1 inh – human SENP1 catalytic domain inhibitors, primary screen, biochemical, FRET, uHTS; Sentrin-specific protease 1 (Homo sapiens), Q9P0U3; recombinant SENP1 catalytic domain, CyPet-SUMO1-YPet FRET cleavage; inhibition, % at 10 µM; 360,000 tested, 0.21% active;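 active = inhibition at least 30% at 10 µM, raw YFP signal under a set limit, fluorescence ratio 0.5 to 1.5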;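 note: 0% = enzyme with DMSO and 100% = no enzyme wells; some results filed as inactive read as strong as hits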
Target sequence (Q9P0U3 419-644 limits assumed): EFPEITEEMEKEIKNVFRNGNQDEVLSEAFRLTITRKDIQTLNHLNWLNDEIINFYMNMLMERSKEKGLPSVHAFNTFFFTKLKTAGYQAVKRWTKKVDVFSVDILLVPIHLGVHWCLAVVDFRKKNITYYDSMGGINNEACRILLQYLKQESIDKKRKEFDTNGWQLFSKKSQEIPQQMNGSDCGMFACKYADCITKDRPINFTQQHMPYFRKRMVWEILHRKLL
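material = recombinant human SENP1 catalytic domain, His6-tagged | quantity = 20 pM enzyme | reagent = 25 nM SUMO1 FRET substrate | compound dosing = 10 µM single point, 0.5% DMSO | timing = 50 min enzyme reaction, room temperature, light-protected | detection = FRET, CFP and YFP emission | control set = no-enzyme low, enzyme-DMSO high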
NR3A LBD binder – binders of NR3A ligand-binding domain, primary screen, biophysical, differential scanning fluorimetry, uHTS. Glutamate receptor ionotropic, NMDA 3A (GRIN3A) ligand-binding domain. NR3A LBD differential scanning fluorimetry, Tm shift; 0% = protein alone, 100% = glycine-bound protein. Tm shift relative to glycine control, % at 25 µM. 340,000 tested, 2.5% active. AID 1259313, 2017;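 active = melting temperature shift of at least 10% of the positive control shift, at one fixed dose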
MPTP block – mitochondrial permeability transition pore inhibitors, primary screen, biochemical, isolated mouse mitochondria, absorbance; 360,000 tested, 1.4% active; inhibition, % at 10 µM; AID 602449, 2012; Ca2+ swelling absorbance, 30 min;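 active = inhibition of 50% or more, scaled per plate between neutral and stimulator controls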;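 note: 0% = DMSO wells given calcium and 100% = 1 mM EGTA wells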
hIAP act – human IAP activators, primary screen, biochemical, luminescence, uHTS. activation factor at 10 µM. 330,000 tested, 0.16% active. Intestinal-type alkaline phosphatase (Homo sapiens), P09923. purified human IAP, CDP-Star luminescence, 30 min; active compounds read high; 1 = vehicle-only enzyme, 0 = enzyme-free background;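 active = activation factor of the enzyme at least 2-fold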; note: the source names both 10 and 20 µM as test concentration; values of inactives mirror those of a sister screen read the other way
Target sequence (P09923 whole entry, looked up): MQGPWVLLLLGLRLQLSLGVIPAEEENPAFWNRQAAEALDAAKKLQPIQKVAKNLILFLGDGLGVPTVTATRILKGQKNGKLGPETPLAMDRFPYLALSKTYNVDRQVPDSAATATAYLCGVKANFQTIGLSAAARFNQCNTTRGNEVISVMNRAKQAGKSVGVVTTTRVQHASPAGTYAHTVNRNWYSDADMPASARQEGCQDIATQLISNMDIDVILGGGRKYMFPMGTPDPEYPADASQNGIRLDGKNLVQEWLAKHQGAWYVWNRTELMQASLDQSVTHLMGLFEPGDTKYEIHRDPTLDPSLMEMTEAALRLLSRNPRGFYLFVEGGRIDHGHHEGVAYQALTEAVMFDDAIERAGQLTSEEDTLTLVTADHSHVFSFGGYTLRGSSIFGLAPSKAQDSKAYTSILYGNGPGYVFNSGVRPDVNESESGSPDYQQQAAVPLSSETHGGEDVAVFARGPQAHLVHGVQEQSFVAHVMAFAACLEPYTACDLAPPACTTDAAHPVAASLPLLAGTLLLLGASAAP
SENP6 inh – SENP6 protease inhibitors, primary screen, biochemical, luminescence, uHTS; Sentrin-specific protease 6 (Homo sapiens), Q9GZR1; Recombinant SENP6 catalytic domain, aminoluciferin luminescence; inhibition, % at 10 µM; 330,000 tested, 1.8% active; AID 2599, 2010;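 active = inhibition above about 50% at the single tested dose, limit read from the data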;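 note: plate controls were DMSO wells with enzyme for no effect and DMSO wells lacking enzyme for full effect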
ATG4B inh – ATG4B protease inhibitors, primary screen, biochemical, fluorescence, uHTS. Cysteine protease ATG4B (Homo sapiens), Q9Y4P1. ATG4B cleavage of LC3-PLA2, NBD-HPC fluorescence, 1 h. inhibition, % at 8.33 µM. 340,000 tested, 0.51% active. AID 504462, 2011; in the data active = inhibition above about 40%
PfGluPho inh – PfG6PD enzyme inhibitors, primary screen, biochemical, fluorescence intensity, uHTS. glucose-6-phosphate dehydrogenase-6-phosphogluconolactonase (Plasmodium falciparum 3D7). AID 504690, 2011. inhibition, % at 20 µM. PfGluPho enzyme, NADPH resazurin-diaphorase fluorescence. 350,000 tested, 0.78% active;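 active = inhibition reaching at least a set limit at 20 µM in the primary screen, cut at about 59% in these data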;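 note: 0% = DMSO wells with substrate and 100% = DMSO wells lacking glucose-6-phosphate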
Numbers without * were called inactive; nt = no result given.

SMILES	SENP8 block	SENP1 inh	NR3A LBD binder	MPTP block	hIAP act	SENP6 inh	ATG4B inh	PfGluPho inh
Cc1n[nH]c(=O)c2c(NC(=O)CSc3nn(-c4ccccc4)c(=S)s3)oc(C)c12	13	1	-3	1.9	1	-5	11	-17
Cc1ccc(S(=O)(=O)NCC(=O)OCC(=O)Nc2ncc(Cl)cc2Cl)cc1	7	-3	-5	0.8	0.97	-3	-1	1
O=C(CN1CC(c2ccccc2)CC1=O)N/N=C/c1cc(Br)ccc1O (configuration not stated)	-299	-91	-4	2.2	0.84	-2	-1	-15
O=C1Nc2c(ccc(Cl)c2Cl)C(=O)C1(F)c1ccccc1 (configuration not stated)	5	11	0	2.0	1	1	3	0
CC(NS(=O)(=O)c1ccccc1)C(N)=O (configuration not stated)	10	2	-1	1.0	0.88	-16	-1	-14
Cc1cc(C)n(Cc2ccc(Cl)cc2Cl)c(=O)c1S(=O)(=O)c1ccccc1	9	2	7	7.1	1.1	3	2	71*
COc1ccc(N2CCN(C(=O)COc3cccc4ccccc34)CC2)cc1	-2	0	-2	0.4	1.2	-9	-7	2
O=C(CCC(=O)OCC(=O)c1ccc(-c2ccccc2)cc1)Nc1cccc2cccnc12	10	4	3	0.4	1	-14	-4	-1
CC(C)=C1C2CCC1C1C(=O)N(c3nc(-c4ccccc4)c(C)s3)C(=O)C21 (configuration not stated)	21	3	-1	-0.5	0.99	-2	-3	6
ClC(/C=N/n1cnnc1)=C/c1ccccc1	22	1	3	0.9	0.94	-15	-6	-2
NNC(=O)c1oc2nc(-c3ccccc3)cc(-c3ccccc3)c2c1N	-295	-20	-1	0.9	0.95	-8	-2	2
O=[N+]([O-])c1ccc(O)c(/C=N/Nc2ccccc2[N+](=O)[O-])c1	32	5	2	36	nt	nt	3	13
Cc1nnc(SCC(=O)N2CC(=O)Nc3ccccc32)s1	-5	1	0	-2.1	1	-14	5	15
CC(C)(C)NC(=O)C[C@H]1C[C@H](C(=O)N2CCCCC2)[C@@]2(CCc3ccccc3)c3[nH]c4ccc(Cl)cc4c3CCN2C1=O	13	-2	2	2.1	nt	nt	-13	22
CC(NC(=O)CCN1C(=O)c2ccccc2S1(=O)=O)c1ccccc1 (configuration not stated)	5	0	3	-0.8	1.2	-8	-19	7
N#Cc1nc(COc2ccc(-c3ccccc3)cc2)oc1NCc1cccnc1	17	-2	-10	-0.7	0.87	13	-10	25
NC(=O)c1nsc(C(=O)N(Cc2ccc(F)cc2)C(C(=O)NCC2CCCO2)c2ccc(F)cc2)c1N (configuration not stated)	-320	-18	-1	-1.4	0.91	9	-10	-6
CCCc1c(C(=O)N/N=C(\C)CCc2ccc(OC)cc2)nnn1-c1nonc1N	11	1	0	-0.6	1.3	3	-10	8
C1=Nc2c(NCc3ccccc3)ncnc2Oc2ccccc21	17	1	1	-0.8	0.9	-13	5	-5
O=C(C1CCCN(S(=O)(=O)Cc2ccccc2)C1)N1CCCCC1 (configuration not stated)	22	1	-1	-0.9	1	-15	8	-11
CN(Cc1ccccc1)C(=O)c1ccc(Cl)c([N+](=O)[O-])c1	12	0	2	-2.7	1.2	-33	2	0
O=C(CN1CCN(S(=O)(=O)c2ccc(Cl)cc2)CC1)NC(=O)NC1CCCCC1	13	0	1	-0.8	1.2	-16	-18	11
Cc1cc(NC(=O)COc2coc(CN3CCN(c4ccc(F)cc4)CC3)cc2=O)no1	2	1	1	-1.7	1.1	-1	-6	2
O=C(COC(=O)C1CC2CCCC(C1)C2=O)Nc1ccc(F)c(Cl)c1 (configuration not stated)	8	1	0	0.3	0.92	-11	-7	2
CCCc1c(C(=O)N/N=C/c2c[nH]c3ccccc23)nnn1-c1nonc1N	-107	-4	nt	0.8	nt	nt	nt	18
Cc1cccc(NC(=O)Cn2cnc3c(cnn3-c3ccc(F)cc3)c2=O)c1C	10	2	-1	-1.9	1	-7	-2	-7
CCN(CC(=O)Nc1c(F)cccc1F)C(=O)CNC(=O)COc1ccccc1	10	3	4	0.1	1.1	-15	-4	-10
COc1ccccc1-n1nnnc1SCC(=O)NC1CCCCC1	2	0	2	-0.4	0.91	-4	-1	5
CC1CCN(C(=O)CCCl)c2ccccc21 (configuration not stated)	4	2	0	-0.4	nt	nt	4	8
CCOc1ccc(CCNC(=O)c2nn(C)c3c2CS(=O)(=O)c2ccccc2-3)cc1OCC	14	-1	0	-0.4	1.2	4	-6	7
CCCCOC(=O)Nc1nnc(/C=C/c2ccc(OC)cc2)s1	-382	-6	-1	4.7	1.4	-7	9	-9
N#CCCn1cc(C(=O)Nc2ccc([N+](=O)[O-])cc2)c(-c2cccs2)n1	7	0	-2	13	1	0	-4	9
C=CCOC(=O)C1=C(C)NC(SCC(=O)OCC)=C(C#N)C1c1ccc(C)cc1 (configuration not stated)	-16	-3	5	1.1	1.1	-2	18	3
O=C(Nc1ccccc1)N1CCC(C(=O)N2CCCC(C(F)(F)F)C2)CC1 (configuration not stated)	9	1	-3	0.5	1.1	-1	-2	-6
NS(=O)(=O)c1ccc(NC(=O)COC(=O)CCNC(=O)NC23CC4CC(CC(C4)C2)C3)cc1	1	-1	-8	0.4	1.2	-12	-10	-6
O=C(Cc1ccc(NC(=O)C2CCCN(C(=O)C3CCCCC3)C2)cc1)Nc1cccc(C(=O)N2CCCC2)c1 (configuration not stated)	6	0	-2	0.4	nt	nt	1	-14

Three compounds already listed, sorted by their value in ATG4B inh, lowest first.
molecule	SENP1 inh	NR3A LBD binder	MPTP block	hIAP act	SENP6 inh	ATG4B inh	PfGluPho inh
CCOc1ccc(CCNC(=O)c2nn(C)c3c2CS(=O)(=O)c2ccccc2-3)cc1OCC	-1	0	-0.4	1.2	4	-6	7
CC1CCN(C(=O)CCCl)c2ccccc21 (configuration not stated)	2	0	-0.4	nt	nt	4	8
CCCCOC(=O)Nc1nnc(/C=C/c2ccc(OC)cc2)s1	-6	-1	4.7	1.4	-7	9	-9

Next part.
SMILES	SENP8 block	SENP1 inh	NR3A LBD binder	MPTP block	hIAP act	SENP6 inh	ATG4B inh	PfGluPho inh
O=C(O)c1ccc(Oc2nc3ccccc3s2)cc1	7	0	2	-0.7	nt	nt	-2	-13
O=C(CSc1ccc(Cl)cc1)NNC(=O)c1ccco1	3	-1	2	0.1	1.6	-5	-4	7
CC(C)Oc1cccc(C(=O)N/N=C/c2ccoc2)c1	4	-1	-1	-1.0	1.1	-17	0	-6
CCCOC(=O)c1ccc2c(c1)C(=O)N(c1ccccc1)C2=O	17	4	-1	0.3	0.88	-20	-18	-4
Cc1ccccc1NCC(=O)c1ccc(Br)cc1	19	2	5	-2.0	0.97	7	2	-105
O=C(CNC(=O)c1ccc(Br)cc1)NCC(=O)OCC(=O)c1ccccc1	4	2	-1	1.5	1	22	-7	6
CCc1ccc(NC(=O)[C@@H](NC(=O)[C@@H]2Cc3ccccc3CN2)C(C)CC)cc1 (some centres not stated)	3	-1	-1	0.9	1.3	-20	5	0
CC1CN(c2ccc([N+](=O)[O-])c(NCCOc3ccc(Cl)cc3)c2)CC(C)N1 (configuration not stated)	46*	2	-8	5.2	0.9	2	-2	9
CN(Cc1ccccc1Cl)C(=O)c1cnccc1C(F)(F)F	13	3	1	0.7	1.2	-1	-6	-11
COc1ccc(N2CCN(C(=O)COC(=O)Cc3c(F)cccc3Cl)CC2)cc1	14	1	2	-0.2	0.94	-9	-8	14
CC1CC(c2ccccc2)n2nc(NC(=O)c3cccs3)nc2N1 (configuration not stated)	8	0	3	-4.8	1.1	-24	-5	7
CC(=O)c1ccc(S(=O)(=O)Nc2ccc(N3CCOCC3)cc2)cc1	15	2	1	0.4	1.2	-7	-13	-5

Grouped by structure, those above containing fluorine.
SMILES	SENP8 block	SENP1 inh	NR3A LBD binder	MPTP block	hIAP act	SENP6 inh	ATG4B inh	PfGluPho inh
O=C1Nc2c(ccc(Cl)c2Cl)C(=O)C1(F)c1ccccc1 (configuration not stated)	5	11	0	2.0	1	1	3	0
NC(=O)c1nsc(C(=O)N(Cc2ccc(F)cc2)C(C(=O)NCC2CCCO2)c2ccc(F)cc2)c1N (configuration not stated)	-320	-18	-1	-1.4	0.91	9	-10	-6
Cc1cc(NC(=O)COc2coc(CN3CCN(c4ccc(F)cc4)CC3)cc2=O)no1	2	1	1	-1.7	1.1	-1	-6	2
O=C(COC(=O)C1CC2CCCC(C1)C2=O)Nc1ccc(F)c(Cl)c1 (configuration not stated)	8	1	0	0.3	0.92	-11	-7	2
Cc1cccc(NC(=O)Cn2cnc3c(cnn3-c3ccc(F)cc3)c2=O)c1C	10	2	-1	-1.9	1	-7	-2	-7
CCN(CC(=O)Nc1c(F)cccc1F)C(=O)CNC(=O)COc1ccccc1	10	3	4	0.1	1.1	-15	-4	-10
O=C(Nc1ccccc1)N1CCC(C(=O)N2CCCC(C(F)(F)F)C2)CC1 (configuration not stated)	9	1	-3	0.5	1.1	-1	-2	-6
CN(Cc1ccccc1Cl)C(=O)c1cnccc1C(F)(F)F	13	3	1	0.7	1.2	-1	-6	-11
COc1ccc(N2CCN(C(=O)COC(=O)Cc3c(F)cccc3Cl)CC2)cc1	14	1	2	-0.2	0.94	-9	-8	14

Next section
SMILES	SENP8 block	SENP1 inh	NR3A LBD binder	MPTP block	hIAP act	SENP6 inh	ATG4B inh	PfGluPho inh
O=c1[nH]c(CSc2ncnc3sc(-c4ccccc4)cc23)nc2ccccc12	-168	-31	-1	2.7	0.96	-1	-2	2
CCS(=O)(=O)c1ccc2c(c1)N(S(C)(=O)=O)CC(C(=O)NCCOC)O2 (configuration not stated)	9	0	0	7.0	1.1	-19	1	6
Nc1c2c(nc3ccc(Br)cc13)N(c1ccccc1)CC2	-61	-20	10*	9.2	1.1	2	11	20
Cn1cnnc1SCC(=O)Nc1ccc(N2CCOCC2)cc1	5	2	-1	0.4	1	-18	-6	8
CC(=O)c1cccc(NC(=S)N2CCN(S(=O)(=O)c3ccc(F)cc3)CC2)c1	2	3	0	-0.4	0.9	-2	3	13
O=C(CSc1n[nH]c(-c2cccs2)n1)N1CCOCC1	14	2	0	-3.1	1.2	3	2	-13
Cc1occc1-c1nnc(SCC(=O)NC2(C#N)CCCC2)n1C	9	2	-2	-0.8	0.91	-10	-6	-2
COc1ccc(COC(=O)C2=C(C)NC(=O)NC2c2ccc(O)c(OC)c2)cc1 (configuration not stated)	8	3	-3	1.1	0.94	-21	-10	3
Cc1nc2scc(C)n2c(=O)c1S(=O)(=O)N1CCN(c2ccccn2)CC1	-9	1	0	2.4	0.9	-6	0	17
COc1ccc(CCNC(=O)/C=C/c2ccc3ccccc3n2)cc1OC	6	2	-25	-0.3	1.1	-10	-8	-4
O=C(CSc1nnc(-c2ccco2)o1)c1ccc(O)cc1O	16	-3	0	0.7	0.97	-14	-6	31
O=C(COc1c(Cl)cc(Cl)cc1Cl)c1ccc(Cl)cc1	14	2	-1	1.1	1	-13	0	6
O=C(Nc1nc(-c2ccc(Cl)s2)cs1)c1ccco1	-40	-11	6	1.3	1	40	5	15
COc1ccc(-c2nn(-c3ccccc3)cc2C(=O)NC(=S)N2CCOCC2)cc1OC	13	1	-2	-0.7	1.2	-22	-5	8

Screening results deposited in PubChem BioAssay by Sanford-Burnham Center for Chemical Genomics.
